Assay outcomes from PubChem.
MITF primary = MITF inhibitors, primary screen, biochemical, AlphaScreen, human; Microphthalmia-associated transcription factor (Homo sapiens), O75030; 650,000 compounds, 0.91% hits; inhibition, % at 2.6 µM; AlphaScreen MITF homodimerization, bead proximity signal; in the data active = inhibition above about 50%;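 note: 0% = vehicle wells with protein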
Target sequence (O75030 whole entry, looked up): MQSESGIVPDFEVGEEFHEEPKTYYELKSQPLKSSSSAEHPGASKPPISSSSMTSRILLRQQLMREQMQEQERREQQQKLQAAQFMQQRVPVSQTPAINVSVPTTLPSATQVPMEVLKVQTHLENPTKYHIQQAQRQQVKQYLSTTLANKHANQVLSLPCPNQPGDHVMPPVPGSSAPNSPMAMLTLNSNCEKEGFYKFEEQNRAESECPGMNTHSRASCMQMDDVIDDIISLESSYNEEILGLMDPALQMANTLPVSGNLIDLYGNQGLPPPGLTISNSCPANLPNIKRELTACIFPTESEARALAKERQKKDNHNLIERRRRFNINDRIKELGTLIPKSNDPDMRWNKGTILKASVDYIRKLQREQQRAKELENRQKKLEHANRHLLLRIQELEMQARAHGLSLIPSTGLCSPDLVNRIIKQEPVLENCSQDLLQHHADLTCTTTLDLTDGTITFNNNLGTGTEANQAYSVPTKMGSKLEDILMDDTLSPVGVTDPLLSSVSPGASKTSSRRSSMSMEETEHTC
FBW7 act = FBW7 E3 ligase activators, primary screen, biochemical, AlphaScreen, human; AlphaScreen FBW7–phospho-cyclin E peptide binding, activator screen; normalized activity (activation), % at 26.1 µM; 650,000 compounds, 0.13% hits; in the data active = normalized activity above about 1.9%;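 note: purified mutant Fbw7 with reduced substrate affinity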
TEAD-YAP inh = TEAD-YAP interaction inhibition, primary screen, TEAD-YAP interaction inhibitor project, luminescence, HEK-TIYL cells; TEAD-Gal4/YAP UAS-luciferase luminescence; inhibition, % at 9.12 µM; 640,000 compounds, 1.4% hits; AID 1259422, 2018; in the data active = inhibition above about 32%;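 note: 0% = median of test compound wells and 100% = reference inhibitor wells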
GPR151 ag = activators of human GPR151, primary screen, cell-based, PathHunter beta-arrestin, luminescence. PathHunter beta-arrestin GPR151 cells. activation, % at 11.2 µM. G-protein coupled receptor 151 (Homo sapiens), Q8TDV0. 650,000 compounds, 1% hits; in the data active = activation above about 4.9%;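 note: 0% = median of compound wells and 100% = cells with positive control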
Target sequence (Q8TDV0 whole entry, looked up): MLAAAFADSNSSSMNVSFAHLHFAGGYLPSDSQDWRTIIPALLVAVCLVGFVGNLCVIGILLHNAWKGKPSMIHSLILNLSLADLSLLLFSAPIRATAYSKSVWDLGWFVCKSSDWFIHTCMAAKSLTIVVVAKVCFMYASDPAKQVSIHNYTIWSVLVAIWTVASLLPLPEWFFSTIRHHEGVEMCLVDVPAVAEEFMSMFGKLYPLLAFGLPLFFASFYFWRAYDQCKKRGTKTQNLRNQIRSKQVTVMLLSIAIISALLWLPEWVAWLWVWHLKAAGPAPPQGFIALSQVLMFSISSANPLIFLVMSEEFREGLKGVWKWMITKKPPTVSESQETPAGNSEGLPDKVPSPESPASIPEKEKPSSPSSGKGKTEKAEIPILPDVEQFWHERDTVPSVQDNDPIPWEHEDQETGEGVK
* = called active by the depositor. Not a hit list; 3.5% or so of the library scored in one or more.

SMILES	MITF primary	FBW7 act	TEAD-YAP inh	GPR151 ag
O=C1C=C(NCc2ccccc2)c2ccccc2C1=O	11.9	-0.4	50.7*	-0.5
COc1cccc(NC(=O)c2sc3nc(C)nc(N(C)c4ccc(C(C)C)cc4)c3c2C)c1	6.2	0.2	-0.9	-0.5
Cc1ccccc1NC(=O)Nc1ccnn1C1CCN(C(C)CCn2cccn2)CC1 (stereo not given)	2.4	-0.1	-0.8	-0.5
Cc1occc1-c1nnc(SCC(N)=O)n1CC1CCCO1 (stereo not given)	6.8	0.1	-7.3	-1.8
CC(=O)Nc1ccc(S(=O)(=O)n2nc(C)c(Sc3ccccc3)c2C)cc1	-0.7	0.0	4.1	-0.3
COc1cccc(C2N(c3ccccn3)C(=O)C3CCCN32)c1OC (stereo not given)	9.6	-0.1	5.9	0.4
COc1ccc(C)cc1NC(=O)c1sc2ncn(CC(=O)Nc3cccc(C(F)(F)F)c3)c(=O)c2c1C	-10.6	0.2	-9.8	-1.2
CCCCCNC(=O)c1c[nH]c2ccc(S(=O)(=O)N(C)c3ccc(Cl)cc3)cc2c1=O	10.3	0.2	2.9	-0.5
COc1cc(/C=C2\NC(=O)NC2=O)ccc1OCc1ccc(C(=O)O)cc1	-5.4	-0.2	14.5	-1.7
N#CC1=C(N)Oc2cc(N)ccc2C1c1c(F)cccc1Cl (stereo not given)	1.6	-0.1	-5.5	1.1
O=C1OC(/C=C/c2ccc(Cl)cc2Cl)=NC/1=C\c1cccc(Br)c1	-5.4	-0.1	1.7	-0.7
CC1CCN(c2c(NCC3CCC(C(=O)N4CCCC4)CC3)c(=O)c2=O)CC1 (stereo not given)	8.6	0.3	8.1	-1.2
O=C(CSc1nnc(Cc2ccccc2)n1Cc1ccco1)NC1CCCC1	6.0	-0.1	-2.1	0.0
COc1cc(/C=N\NC(=O)C2C(=O)NCC2c2ccccc2)cc([N+](=O)[O-])c1O (stereo not given)	0.8	0.0	0.7	-0.7
Cc1cc(C)c(N2C(=O)c3cccc([N+](=O)[O-])c3C2=O)c(C)c1	-2.7	0.7	6.6	0.4
CCOc1ccc(NC(=O)C2=C(C)NC(=O)NC2c2ccc(OC)cc2OC)cc1 (stereo not given)	6.0	-0.1	5.8	3.1
COc1ccc(C2=N/C(=C\c3ccc(OC(C)=O)c(OC)c3)C(=O)O2)cc1Br	-5.1	-0.1	0.9	1.4
CC1CN(CC(=O)NCCC(c2ccccc2)c2ccco2)Cc2ccccc2O1 (stereo not given)	11.7	-0.2	2.4	3.0
Cc1cc(C)cc(N(C(C)C(=O)Nc2cccc(Cl)c2)S(C)(=O)=O)c1 (stereo not given)	12.2	0.4	11.5	-1.0
O=C(O)C1CSC(c2cc(F)ccc2Br)N1 (stereo not given)	23.7	0.6	14.3	0.2
CCOC(=O)C1CCC(CN(Cc2ccc(OC)cc2)S(=O)(=O)c2ccc(C(C)(C)C)cc2)CC1 (stereo not given)	6.6	-0.2	-1.3	0.1
CCOC(=O)CN1C(=O)C(O)(CC(=O)c2ccccc2[N+](=O)[O-])c2ccccc21 (stereo not given)	-17.9	0.0	10.8	0.4
CCOc1ccc(N(CC(=O)NC(C)C)C(=O)CCC(=O)Nc2ccccn2)cc1	9.8	0.0	-7.0	2.9
CN(C(=O)CCc1nc(-c2ccccc2F)no1)c1cccc(Cl)c1	-4.0	0.2	-9.4	0.1
COCC(=O)Nc1cc([N+](=O)[O-])ccc1Cl	-1.8	-0.1	2.8	-0.6
CCn1c(=O)c(C(=O)NNC(=O)c2cccc([N+](=O)[O-])c2)c(O)c2ccccc21	6.3	0.7	1.8	1.2
Cc1cc(Cl)nc(Cl)c1C(=O)O	-2.8	0.3	-3.8	0.1
Cc1cccc(N2CCN(S(=O)(=O)c3cccc4cccnc34)CC2)c1C	-9.3	0.0	-1.8	0.3
CC(=O)Nc1ccccc1NC(=O)c1ccccc1I	-1.1	0.1	-3.5	0.3
O=C(Nc1ccccc1)N(CCc1ccncc1)C1CCCCC1	9.7	0.1	4.7	0.1
CC(C)Sc1nc2c(c(=O)[nH]c(=O)n2C)n1CCc1ccccc1	8.4	0.2	-4.1	0.1
COCCCNC(=O)C1CCN(C(=O)Nc2ccc(Cl)cc2)CC1	21.4	0.2	1.6	0.8
COc1cc(-c2nc3ccccc3c(=O)n2NC(=O)/C=C/c2cccc(Cl)c2)cc(OC)c1OC	4.4	-0.3	10.4	1.4
CC(C)N(Cc1ccccc1)C(=O)C1=CCN(S(=O)(=O)c2ccccc2)CC1	8.7	0.1	9.5	1.0
Cc1cccc(NC(=O)/C=C/c2ccccc2)c1N1CCC2(CC1)OCCO2	-2.2	-0.1	-6.4	1.9
N#C/C(=C\c1ccc(-c2ccc3c(c2)COC3=O)o1)C(N)=O	-0.3	0.0	0.8	0.4

A section from further up, as a working copy:
SMILES	MITF primary	FBW7 act	TEAD-YAP inh	GPR151 ag
CC(C)N(Cc1ccccc1)C(=O)C1=CCN(S(=O)(=O)c2ccccc2)CC1	8.7	0.1	9.5	1.0
Cc1cccc(NC(=O)/C=C/c2ccccc2)c1N1CCC2(CC1)OCCO2	-2.2	-0.1	-6.4	1.9
N#C/C(=C\c1ccc(-c2ccc3c(c2)COC3=O)o1)C(N)=O	-0.3	0.0	0.8	0.4

Additional structures follow.
SMILES	MITF primary	FBW7 act	TEAD-YAP inh	GPR151 ag
COc1ccc(C(=O)C2CCN(CC(=O)NC3CCCCC3)CC2)cc1	11.2	0.0	8.1	0.1
O=C(OCc1ccc(Cl)c(Cl)c1)c1ccccn1	11.7	0.1	7.6	-0.3
CC(C)(C)c1cc2oc3c(c2c2cc(C(=O)O)c(=O)oc12)CCCC3	11.6	0.1	3.7	-0.2
C=CCN(CC=C)CC(=O)Nc1ccc(S(N)(=O)=O)cc1	-3.3	0.0	-1.2	1.5
Cc1ccc(Sc2c(C)nn(C(=O)c3ccc([N+](=O)[O-])cc3)c2C)cc1	2.5	0.0	3.3	-0.7
CC(=O)OC1C(OC(=O)c2ccc(C)cc2)C(COC(=O)c2ccc(C)cc2)OC1n1cc(I)c(=O)[nH]c1=O (stereo not given)	12.7	0.0	4.2	0.2
CSc1cccc(C(=O)Nc2nnc(-c3ccccc3Cl)o2)c1	-2.1	-0.1	-0.2	-0.3
CCOC(=O)c1c(/N=C/C2C(=O)CC(C)(C)CC2=O)sc2c1CCCC2	20.2	0.3	7.0	0.5
O=C(Cc1ccc(-c2ccccc2)cc1)NC1=NCCS1	7.2	0.0	-6.5	1.2
CCOC(=O)/C(C#N)=C/Nc1cccc(O)c1	8.3	0.3	-13.4	0.3
Cc1nnc(SCC(=O)N2CCCC(N3CCN(c4ccccc4)CC3)C2)o1 (stereo not given)	7.0	0.3	13.6	2.3
O=C(Nc1ccc(Br)cc1)c1ccc(S(=O)(=O)Nc2ccc(Br)cc2)cc1	3.3	0.1	6.8	-0.4

Shown with two lines to a compound: entries from further up.
Every second line gives: MITF primary	FBW7 act	TEAD-YAP inh	GPR151 ag
> CSc1cccc(C(=O)Nc2nnc(-c3ccccc3Cl)o2)c1
→ -2.1	-0.1	-0.2	-0.3
> CCOC(=O)c1c(/N=C/C2C(=O)CC(C)(C)CC2=O)sc2c1CCCC2
→ 20.2	0.3	7.0	0.5
> O=C(Cc1ccc(-c2ccccc2)cc1)NC1=NCCS1
→ 7.2	0.0	-6.5	1.2

(listing goes on)
SMILES	MITF primary	FBW7 act	TEAD-YAP inh	GPR151 ag
CCN(Cc1ccccc1)Cc1ccc(OC)cc1	15.6	0.2	6.2	2.5
CC1CCN(S(=O)(=O)c2ccc(C(=O)NCc3ccco3)cc2)CC1	-23.1	-0.2	-3.6	-1.5
CC(C)CC(=O)N1CCC2(CCC(CNC(=O)c3cc(-c4ccccc4)no3)O2)CC1 (stereo not given)	4.2	0.2	3.9	0.2
COc1ccc(C(C)C)cc1S(=O)(=O)n1nnc2ccccc21	4.7	0.0	2.2	-1.3
C=CCSc1nc(N)c2c3c(sc2n1)COC(C(C)C)C3 (stereo not given)	6.9	-0.1	-14.9	0.6
COc1ccc(-c2nc(CN3CCN(c4ccccn4)CC3)cs2)cc1OC	2.9	-0.1	2.9	-0.5
COc1ccc([N+](=O)[O-])cc1NC(=O)COC(=O)c1ccc(NC(N)=O)cc1	3.0	0.0	6.1	3.0
CC1CCCC(C)N1C(=O)CN1C(=O)NC(Cc2c[nH]c3ccccc23)C1=O (stereo not given)	13.8	0.1	9.7	-1.4
O=C(NNc1nc(-c2ccccc2)c2cc(Br)ccc2n1)c1ccc(Cl)cc1Cl	-5.1	0.3	-5.1	0.2
Cn1nc2c(nc1=O)[nH]c1ccccc12	5.6	0.2	0.7	-0.5
CCOC(=O)c1sc2nc3c(cc2c1N)CSC(C)(C)C3	-9.3	0.1	-51.9	-0.4
Cc1ccc(-c2cc3nc4c(c(=O)n3[nH]2)CCC4)cc1	1.0	0.2	-44.0	1.7
CCOC(=O)c1c(NC(=S)Nc2ccccc2)sc2c1CCC(C)C2 (stereo not given)	-2.9	0.0	-6.7	-0.1
COc1ccc(-c2cc(Nc3ccc(NC(C)=O)cc3)ncn2)cc1	1.8	-0.1	-47.3	-2.0
O=S(=O)(c1cccc2cccnc12)N1CCc2nc3ccncc3cc2C1	0.9	0.0	2.9	3.6
COc1ccccc1CC(=O)Nc1ccc(/C(N)=N/O)cc1	2.8	0.1	4.3	-0.1
CN1C2=NC(=O)/C(=C\c3ccc([N+](=O)[O-])s3)N2c2ccccc21	5.6	0.0	6.5	1.0
Cc1cccc(Oc2coc3cc(OC(C)C(=O)OCCC(C)C)ccc3c2=O)c1 (stereo not given)	14.5	0.0	3.6	-0.3
O=C(NCCc1cscn1)c1ccc(OC2CCN(CCc3ccccc3)CC2)cc1	9.9	0.1	-41.6	0.5
CCOC(=O)c1c(NC(=O)Nc2ccc(CC)cc2)sc2c1CCN(C(=O)OCC)C2	-3.3	-0.1	1.6	-0.4
O=C(Nc1ccccc1)c1c(O)c2cccc3c2n(c1=O)CC3	-7.5	0.0	-2.2	1.6
CCOc1ccc(-n2nnnc2SCC(=O)NNC(=O)c2ccco2)cc1	18.9	0.1	-5.1	0.2
O=C(Nc1ccc(I)cc1)OCCCc1ccccc1	-7.7	0.2	-1.1	1.2
CCOC(=O)Nc1ccc2c(COC(=O)COc3ccc(C#N)cc3)cc(=O)oc2c1	-12.0	-0.1	-6.2	-1.3
CC(=O)Nc1ccc(Oc2cc(NC(=O)c3cccc(F)c3)cc([N+](=O)[O-])c2)cc1	9.0	0.1	20.5	0.6
O=C(c1cccs1)N1CCN(c2ccc([N+](=O)[O-])c(NCc3ccccc3)c2)CC1	9.6	-0.2	0.9	-0.3
O=C(c1ccccc1)c1c2c(=O)n(-c3nccs3)c(=O)c2cc2c(=O)n(-c3nccs3)c(=O)c12	13.3	0.0	0.9	-1.3
CCOC(=O)c1c(NC(=O)C(C)Sc2nnc(CNC(=O)c3ccc([N+](=O)[O-])cc3)n2-c2cccc(C)c2)sc2c1CCC2 (stereo not given)	6.0	0.2	-3.4	-1.2
COc1ccc(CCNC(=O)Cn2c(C)cc3ccccc3c2=O)cc1OC	22.6	0.5	-1.2	0.6
CN1/C(=C\C(=O)COC(=O)c2cccn2C)C(C)(C)c2ccccc21	6.2	0.6	2.8	1.2
O=C(NCCc1ccc(O)cc1)C1CCN(c2ccc(N3CCCC3CO)nn2)CC1 (stereo not given)	1.2	0.0	2.0	-0.1
O=C1NCCN(Cc2cccc(C(F)(F)F)c2)C1CC(=O)N1CCCCCC1 (stereo not given)	7.4	0.2	7.8	1.4
O=C(CCCOc1ccccc1)Nc1ccc(Br)cc1	1.0	0.8	-9.3	0.8
NS(=O)(=O)c1ccc(CNC(=O)c2cc(Cl)ccc2[N+](=O)[O-])cc1	48.0	-0.1	0.6	1.1
O=C(Nc1ccccc1C(F)(F)F)c1cc2nc(-c3ccccc3)cc(-c3ccccc3)n2n1	-10.0	0.0	-0.3	2.1
CN(C(=O)CNC(=O)c1ccccc1)C1(C(=O)NC2CCCC2)CCCCC1	2.3	-0.2	-3.0	-0.9
CC(C)CC(c1nnnn1Cc1ccco1)N1CCN(C)CC1 (stereo not given)	7.5	0.3	8.7	0.5
CC(C)NC(=O)CSc1nnc(-c2cccnc2)n1Cc1ccccc1	41.8	0.0	1.8	-0.1
COc1cc(C2C(=O)N(C3CCCCC3)CC(=O)N2Cc2ccccc2)ccc1OC(C)C (stereo not given)	16.4	0.5	-3.7	0.1
Cc1cccc(CN2CCN(Cc3cccc(-n4cccn4)c3)CC2CCO)n1 (stereo not given)	8.1	0.3	1.7	-0.4
Cc1cc(/C=C2/NC(=O)NC2=O)c(C)n1C	-6.7	-0.1	5.9	1.0
O=C(Cc1ccc(F)cc1)NCCc1nnc2n1CCN(Cc1cc3ccccc3[nH]1)CC2	2.9	0.3	-16.4	0.2
COC(=O)CCN1CCN(Cc2ccc3c(c2)OCO3)CC1	36.5	-0.7	14.9	3.6
Cc1ccsc1CN1CCN(c2ccc([N+](=O)[O-])cc2)CC1	44.9	-0.2	1.4	0.3
Cc1ccc(C)c(Cc2c(C)nc3c(C(=O)NCc4ccc5c(c4)OCO5)cnn3c2C)c1	17.3	0.0	8.2	-1.8
Cc1ccc2c(c1)C(=C(C#N)C#N)C=C(c1cccs1)O2	1.0	-0.1	-8.7	5.3*
C=CCNC(=O)c1ccccc1NC(=O)c1cccc(OC)c1	11.7	0.0	-1.1	-0.5
